Compound activity from PubChem BioAssay.
Tb PFK block = qHTS Assay to Find Inhibitors of T. brucei phosphofructokinase | ATP-dependent 6-phosphofructokinase (Trypanosoma brucei brucei), O15648 | Potency, µM (titrated, usually from 57.5 µM), for the others: top-dose activity, negative = inhibition, hits mostly inhibitors | hit rate 0.17% among 330,000 | T. brucei PFK, ADP-Glo luminescence;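 further: potency means the concentration at half of the fitted maximal effect; 0% = uninhibited 1x PFK enzyme wells and -100% = no-enzyme wells; nearly all actives have a fitted effect of over 60% in size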
Target sequence (O15648 whole entry, looked up): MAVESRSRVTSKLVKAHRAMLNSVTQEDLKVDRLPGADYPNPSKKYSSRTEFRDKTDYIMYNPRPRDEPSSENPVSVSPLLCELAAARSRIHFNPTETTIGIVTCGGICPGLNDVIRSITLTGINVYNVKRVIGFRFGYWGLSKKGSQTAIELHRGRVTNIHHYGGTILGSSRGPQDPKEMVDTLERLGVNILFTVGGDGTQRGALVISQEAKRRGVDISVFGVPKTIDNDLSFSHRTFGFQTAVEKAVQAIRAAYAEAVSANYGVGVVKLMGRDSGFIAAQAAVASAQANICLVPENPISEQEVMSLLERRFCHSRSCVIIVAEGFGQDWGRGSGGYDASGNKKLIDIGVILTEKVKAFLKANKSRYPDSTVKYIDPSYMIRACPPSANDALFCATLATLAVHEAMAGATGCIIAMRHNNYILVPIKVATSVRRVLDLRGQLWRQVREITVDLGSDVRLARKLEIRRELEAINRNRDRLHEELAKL
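1.25 nM PFK with 0.5 mM F6P and 0.1 mM ATP in 0.1 M TEA pH 8.0, 5 mM MgCl2, incubated 45 min at room temperature; ADP measured by ADP-Glo luminescence; compounds titrated up to 57 uM.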
NPC1 promoter act = qHTS Assay for NPC1 Promoter Activators; Huh7 NPC1 promoter luciferase reporter, 24 h; Potency, µM (series often up to 9.22 µM), inactives show at the top dose activation, most hits filed as activators; hit rate 2.4% among 320,000;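 further: potency means the concentration at half of the fitted maximal effect; % of control where 0% means no effect; nearly all actives have a fitted effect of over 60% in size; reporter is driven by a mutant NPC1 promoter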
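Quantitative HTS used a cell-based reporter: Huh7 cells stably bearing the NPC1 promoter upstream of luciferase were treated with compounds for 24 h, and promoter activation was read as luminescence.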
VP16 counter = VP16 counterscreen qHTS for inhibitors of ROR gamma transcriptional activity | Drosophila S2 Gal4-VP16 UAS-luciferase, luminescence, 20 h | Potency, µM (highest dose often 53.6 µM), for inactives: at the top dose activity, negative = inhibition, usual class: inhibitors | hit rate 3.5% among 310,000 | AID 2546, 2010;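 further: Gal4-VP16 expression switched on by copper sulfate through the metallothionein promoter; potency means the concentration at half of the fitted maximal effect; on the % scale 0 is the no-effect control and ±100 the full control effect; nearly all actives have a fitted effect of over 50% in size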
ELG1 genotox = qHTS screen for small molecules that induce genotoxicity in human embryonic kidney (HEK293T) cells expressing luciferase-tagged ELG1; Potency, µM (top dose mostly 46 µM), for inactives: at the top dose activity change, positive = activation, usual class: activators; HEK293T ELG1-luciferase reporter, luminescence, 16 h; AID 504466, 2011; hit rate 1.3% among 330,000; further: potency means the concentration at half of the fitted maximal effect; % of control where 0% means no effect; nearly all actives have a fitted effect of over 60% in size
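After overnight (16 hr) compound treatment at 37 °C, ELG1-luciferase HEK293T cells were lysed with ONE-Glo; luminescence quantified 30 min later at room temperature.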
FLuc modulator = qHTS profiling assay for firefly luciferase inhibitor/activator using purifed enzyme and Km concentrations of substrates (counterscreen for miR-21 project); hit rate 6.9% among 360,000; Luciferin 4-monooxygenase (Photinus pyralis), P08659; Potency, µM (top dose mostly 57.5 µM), for inactives: at the top dose activity change, negative = inhibition, actives largely listed as inhibitors; purified FLuc, Km substrates, luminescence inhibition;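 further: potency means the concentration at half of the fitted maximal effect; plate controls were vehicle for no effect and reference inhibitor for full effect; nearly all actives have a fitted effect of over 55% in size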
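Purified P. pyralis luciferase, 10 nM final, with Km-level 10 uM D-luciferin and 10 uM ATP in 50 mM Tris acetate pH 7.5, 10 mM Mg acetate, 0.01% Tween-20, 0.05% BSA; 6-point qHTS titration about 60 µM downward; luminescence read.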
uPA generation = qHTS for Inhibitors of Cell Surface uPA Generation; cell surface uPA generation assay, qHTS; Potency, µM (series often up to 38.3 µM), inactives show at the top dose activity change, negative = inhibition, actives largely listed as inhibitors; hit rate 0.31% among 330,000; active means well fitted inhibition curve with a large enough effect; inconclusive means small, poorly fitted or top-dose-only effect; inactive means no such curve, though single readings can be large or run the other way; tested in mouse RAW 264.7 cells; further: potency means the concentration at half of the fitted maximal effect; on the % scale 0 is the no-effect control and ±100 the full control effect; nearly all actives have a fitted effect of over 55% in size
Giardia kill = Small Molecules that selectively kill Giardia lamblia: qHTS; Giardia lamblia trophozoite viability; activity change, % at 7.66 µM, hits read low; hit rate 0.15% among 340,000; in the data active means activity change below about -80%; inconclusive means between about -30% and that limit;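 further: parasites exposed to compound for two days anaerobically before the ATP read; on the % scale 0 is the no-effect control and ±100 the full control effect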
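Giardia lamblia trophozoites (100 cells/well) were incubated with compounds for 48 h at 37 deg C under anaerobic conditions. Viability was read as ATP content by one-step luminescence after 15-30 min at room temperature.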
Rab9 promoter act = qHTS Assay for Rab9 Promoter Activators. hit rate 2.8% among 320,000. Potency, µM (series often up to 9.22 µM), without a hit: top-dose activation, negative = inhibition, usual class: activators. Huh7 Rab9 promoter-luciferase reporter, luminescence, 24 h; further: potency means the concentration at half of the fitted maximal effect; % of control where 0% means no effect; nearly all actives have a fitted effect of over 60% in size
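Huh7 reporter line, Rab9 promoter upstream of luciferase. Compound exposure 24 h at 37 °C in reduced-serum medium with 10% FBS. Read-out: luminescence.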
RORg inh = qHTS for inhibitors of ROR gamma transcriptional activity; Nuclear receptor ROR-gamma (Mus musculus), P51450; Drosophila S2 Gal4-RORgamma UAS-luciferase reporter, 20 h; Potency, µM (top dose mostly 53.6 µM), without a hit: top-dose activity change, negative = inhibition, most hits filed as inhibitors; hit rate 5.4% among 310,000; AID 2551, 2010; further: potency means the concentration at half of the fitted maximal effect; on the % scale 0 is the no-effect control and ±100 the full control effect; nearly all actives have a fitted effect of over 60% in size
Target sequence (P51450 whole entry, looked up, the tested form may be a part): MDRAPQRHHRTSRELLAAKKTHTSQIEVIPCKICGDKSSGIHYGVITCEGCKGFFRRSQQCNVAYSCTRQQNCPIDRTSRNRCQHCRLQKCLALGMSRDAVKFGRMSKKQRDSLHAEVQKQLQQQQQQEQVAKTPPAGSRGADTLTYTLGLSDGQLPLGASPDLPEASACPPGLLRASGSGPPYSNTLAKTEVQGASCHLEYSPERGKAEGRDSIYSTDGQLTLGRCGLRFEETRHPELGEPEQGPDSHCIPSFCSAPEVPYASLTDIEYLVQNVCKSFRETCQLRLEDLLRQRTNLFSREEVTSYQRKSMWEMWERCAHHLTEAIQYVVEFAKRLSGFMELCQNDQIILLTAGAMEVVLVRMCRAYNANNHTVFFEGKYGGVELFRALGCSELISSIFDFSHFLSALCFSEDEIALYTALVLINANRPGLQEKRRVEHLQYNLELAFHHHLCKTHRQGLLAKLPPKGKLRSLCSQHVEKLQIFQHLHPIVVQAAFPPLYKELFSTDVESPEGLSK
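Read-out: Photinus luciferase luminescence; inhibitors lower reporter signal. Insect Schneider cells with Gal4-ROR gamma fusion under metallothionein promoter, UAS reporter; 700 uM final copper sulfate induction, 20 hr, ambient temperature.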
KCNH2 3.1 inh = qHTS for Inhibitors of KCHN2 3.1: Mutant qHTS; hit rate 0.95% among 340,000; U2OS KCNH2 3.1, thallium flux FluxOr; hits give low values; AID 720553, 2013; activity change, % (tested at about 1.8 µM);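 active means maximum activity change below -70%; inconclusive means maximum activity change from -70% to -50%; inactive means maximum activity change above -50%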;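 further: thallium influx rate constant from kinetic fluorescence after stimulation buffer; on the % scale 0 is the no-effect control and ±100 the full control effect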
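We transduce U2OS cells with the mutant 3.1 virus, culture them overnight, load FluxOr with Red40 quencher for 45 min, then add stimulation buffer and read kinetically for 2 min to derive a normalized rate constant.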
FBPA coupling cs = qHTS Assay for Inhibitors of Fructose-1,6-bisphosphate Aldolase from Giardia Lamblia: Coupling assay counterscreen; coupling enzyme system counterscreen, AmpLite Red fluorescence; activity change, negative = inhibition, % at 58.2 µM, hits read low; hit rate 0.67% among 290,000; in the data active means activity change below about -30%; further: on the % scale 0 is the no-effect control and ±100 the full control effect
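Compounds tested against the coupling enzymes alone at 57.5 uM final; readout was AmpLite Red fluorescence (525/598 nm) after 20 min at RT.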
Active calls of the source: *; ? = inconclusive; · = not tested or not shown; & = joins results of further samples; [ ] = remark or other dose. Unless noted, the call rests on the fitted dose curve; in most records, active means well fitted curve in the direction sought with a large enough effect; inconclusive means small, poorly fitted or top-dose-only effect, or another doubt; inactive means no such curve, though single readings can be large; an effect the other way counts as inactive or inconclusive.

SMILES	Tb PFK block	NPC1 promoter act	VP16 counter	ELG1 genotox	FLuc modulator	uPA generation	Giardia kill	Rab9 promoter act	RORg inh	KCNH2 3.1 inh	FBPA coupling cs
CCN(CC)CCn1c2ccccc2c2cnc(N=CN(C)C)c(C#N)c21	-2%	-4%	-20%	?	1%	-12%	14	3%	-25%	3	0
CC1Oc2ccccc2N(CC(=O)N2CCCc3ccccc32)C1=O (stereo not given)	0%	-3%	-4%	0%	-2%	·	1	5%	2%	2	-1
CC(C)(C)NC(=O)c1cc(F)c(F)cc1Cl	-4%	0%	1%	1%	0%	1%	-3	-2%	8%	-9	10
COc1ccc(NC(=O)COC(=O)/C=C/c2ccc(OC)c(S(=O)(=O)N3CCOCC3)c2)cc1	-2%	-1%	4%	3%	1%	-4%	2	10%	12%[10 µM]	-2	2
C/C(=N\Nc1cccc(C(F)(F)F)c1)c1ccc(O)cc1	-10%	5%	-21%	-3%	-20%	-19%	-3	0%	5%	-9	-1
NC(=O)CSc1nc2cc3c(cc2c(=O)n1CCCC(=O)NCc1ccc2c(c1)OCO2)OCO3	4%	-9%	-6%	-1%	4%	2%	-12	-10%	-1%	4	0
COc1ccccc1NCC(=O)N/N=C/c1cccnc1	2%	7%	-9%	-4%	-14%	7%	8	-5%	16%	3	-5
CC(=O)Nc1ccc(NC(=O)COc2ncnc3ccccc23)cc1	0%	0%	6%	5%	2%	-3%	-3	?	10%	8	-2
COc1cccc(NC(=O)CN(C)C(=O)c2cc(S(=O)(=O)NCc3ccccc3)ccc2C)c1	-1%	-7%	·	-7%	4%	6%	-6	-1%	·	-4	2
Cn1c2c(c(=O)n(C)c1=O)[C@@H]1c3c(ccc4ccccc34)OC[C@@H]1CO2	-4%	-4%	-2%	1%	3%	1%	7	8%	4%	4	·
O=C(Nc1cccnc1)c1sc(Nc2ccccc2F)nc1-c1ccccc1	1%	1%	-23%	11%	-1%	?	-23	?	9%	-24	1
COc1cccc(NC(=O)[C@@H](NC(=O)N2CCn3c2nc2ccccc23)C(C)C)c1	1%	-5%	-4%	-1%	-2%	4%	-5	-1%	12%	-12	·
CC(C)c1ccc(N(CC(=O)NCCc2ccccc2)C(=O)c2csnn2)cc1	1%	-2%	-2%	1%	4%	1%	-21	-2%	10%	1	3
Cc1cccn2c(=O)c3cc(C#N)c(=NC(=O)c4cccs4)n(CC(C)C)c3nc12	-1%	4%	-17%	2%	-2%	-14%	23	0%	-28%	3	4
Cc1cc(=O)c(C(=O)O)cn1Nc1ccc(F)cc1	-5%	-2%	4%	-2%	4%	0%	-20	-1%	-17%	-84*	1
NC(N)=N/N=C/c1ccc(Cl)c(Cl)c1	-20%	-2%	-8%	-2%	2%	-11%	-8	-2%	2%	-4	1
O=c1c(O)c(-c2ccc(O)cc2O)oc2cc(O)cc(O)c12	?	10%[46.1 µM]	1%&-7%&6%	1%	-18%	·	·	1%[46.1 µM]	5%&-4%&-18%	·	-1&5&-2
CN1C(=O)C(=O)/C(=C(/O)c2ccc(Br)cc2)C1c1ccc(F)cc1 (stereo not given)	0%	-2%	1%	-3%	7%	-1%	-14	-2%	-15%	-2	10
CN1CCN(NC(=O)c2cn(-c3ccccc3)nc2-c2cccc(Br)c2)CC1	-1%	-4%	-19%	0%	-3%	2%	1	-5%	-30%	-15	1
Cc1oc(-c2ccc(Cl)cc2)cc1C(=O)/C(C#N)=C/Nc1ccccc1	11%	-1%	19%	2%	-2%	-2%	16	-3%	44%	15	1
COc1ccccc1N1CCN(C(=O)C2CCCN(c3ncnc4c3nc3n4CCCCC3)C2)CC1 (stereo not given)	1%	-18%	-1%	-3%	-3%	4%	-21	1%	2%	-22	·
C=CCn1c(N2CCCCCC2)nc2c1c(=O)[nH]c(=O)n2C	4%	-2%	-2%	6%	0%	-3%	10	-1%	3%	4	0
CCCCC(c1nnnn1C1CCCC1)N1CCN(C2CCCCC2)CC1 (stereo not given)	7%	-2%	12%	2%	-1%	-2%	-1	-9%	-15%	?	3
O=C(CCNS(=O)(=O)c1cccc2nonc12)NCc1cccs1	0%	8%	3%	2%	5%	-4%	4	2%	38%	-10	-1
Cc1ccc(S(=O)(=O)N2CCN(C(=O)COC(=O)CCCOc3ccccc3)CC2)c(C)c1	-5%	-7%	·	2%	-2%	-1%	8	-2%	·	-21	·
CCOc1ccc2c(c1)c(N=NC(=N)N)c(O)n2C	-8%	-4%	1%	4%	-5%	-5%	0	-1%	-5%	11	-2
CCOc1ccc(N(C(=O)CNC(=O)c2ccco2)C(C(=O)NC2CCCC2)c2ccncc2)cc1 (stereo not given)	0%	-4%	-6%	1%	1%	2%	-3	-3%	0%	2	3
COc1ccc(/C=C/C(=O)NC(=S)NNC(=O)c2cccs2)cc1OC	-1%	1%	?	1%	-12%	1%	0	-6%	-101%	0	5
C[C@@H]1CCCCCCCCC(=O)OCCN1C(=O)OC(C)(C)C	-3%	-2%	·	0%	3%	4%	-7	-2%	·	-7	·
Cc1ccc(-n2nc3c(=O)n(C(C)C(=O)NCCCc4ccccc4)nc(C)c3c2C)cc1 (stereo not given)	-1%	-8%	-7%	-11%	-13%	-29%	2	-21%	32%	5	10
COc1cccc(CC2(CO)CCCN(CC3=Cc4cc(Cl)ccc4OC3)C2)c1 (stereo not given)	-1%	0%	9%	-5%	-4%	2%	-6	-3%	12%	-4	1
O=C(/C=C/c1ccco1)N1CCc2ccccc21	-20%	1.8µM*	-28%	1µM*	2.1µM*	-14%	?	0.79µM*	?	10	-2
CC(OC(=O)c1ccncc1)C(=O)Nc1cccc(Cl)c1 (stereo not given)	-2%	-1%	1%	-1%	-1%	6%	7	6%	-2%	2	1
CC1=CC(C)(C)NC(=S)N1c1cc(C)cc(C)c1	-2%	-6%	?	-9%	-6%	0%	-9	-6%	3.5µM*	-12	-10
Cc1sc2ncn(CC(=O)NCCCC(=O)N3CCN(c4ccccc4F)CC3)c(=O)c2c1C	8%	-3%	-7%	-11%	2%	-1%	-7	1%	9%	8	2
CN(C)CCCNc1cc(C(C)(C)C)nc2c(-c3ccc(Cl)cc3)cnn12	-1%	0%	14µM*	8%	?	15%	-4	-2%	2µM*	-11	-3

2 entries from above, with two lines to a compound:
Below each SMILES – Tb PFK block | NPC1 promoter act | VP16 counter | ELG1 genotox | FLuc modulator | uPA generation | Giardia kill | Rab9 promoter act | RORg inh | KCNH2 3.1 inh | FBPA coupling cs
- CN1C(=O)C(=O)/C(=C(/O)c2ccc(Br)cc2)C1c1ccc(F)cc1 (stereo not given)
    0% | -2% | 1% | -3% | 7% | -1% | -14 | -2% | -15% | -2 | 10
- CCCCC(c1nnnn1C1CCCC1)N1CCN(C2CCCCC2)CC1 (stereo not given)
    7% | -2% | 12% | 2% | -1% | -2% | -1 | -9% | -15% | ? | 3

(continued)
SMILES	Tb PFK block	NPC1 promoter act	VP16 counter	ELG1 genotox	FLuc modulator	uPA generation	Giardia kill	Rab9 promoter act	RORg inh	KCNH2 3.1 inh	FBPA coupling cs
COc1cccc(C(=O)NC(=S)Nc2ccc3[nH]c(=O)[nH]c3c2)c1	-5%	-2%	-9%	13%	4%	-4%	-7	4%	5%	-2	-2
Cc1nc(N)c(C#N)c(-c2cccnc2)c1-c1ccccc1	2%	-2%	-4%	-8%	-1%	4%	-5	-4%	-25%	-6	1
O=C(Nc1ccc2c(c1)oc1ccccc12)c1ccncc1	1%	25%	-6%	4%	-5%	0%	-7	7%	13%	-12	-3
Cc1ccccc1NS(=O)(=O)c1ccc(C(=O)N2CC(C)OC(C)C2)cc1 (stereo not given)	-6%	-1%	·	-1%	0%	9%	-26	-12%	·	1	·
O=S(=O)(NCCc1cn2ccccc2n1)c1ccc2c(c1)CCCC2	4%	-1%	-14%	0%	4%	-13%	-27	-6%	-6%	-3	1
COc1ccc(OC)c(CCNC(=O)C2CCN(c3nnc(-n4cccc4)s3)CC2)c1	0%	0%	6%	-11%	-9%	0%	3	9%	26%	-13	-2
CC1CCN(c2ccc3nnc(CCC(=O)NCC(C)c4ccccc4)n3n2)CC1 (stereo not given)	-2%	2%	-5%	-1%	6%	11%	-10	0%	-8%	-26	2
CCN(CC)C(=O)Cn1cc(C(=O)C(=O)NCc2ccccn2)c2ccccc21	1%	1%	2%	2%	-12%	0%	2	4%	5%	11	3
